phage Ecoli inh = E. coli growth loss with phage present; growth absorbance; inhibition, % at 11.9 µM; 360,000 compounds, 0.26% hits; AID 651602; in the data active = inhibition above about 11%
Tat export inh = E. coli Tat transport inhibition | E. coli MC4100 TorA-mCherry Tat export, fluorescence | inhibition, % at 10 µM | 340,000 compounds, 0.036% hits;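 active = mean replicate inhibition at least 50% and at least half of replicates individually reaching 50%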;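 also: exported cargo escapes ClpAP degradation while cytoplasmic cargo is degraded and loses fluorescence; 0% = median of neutral control wells and 100% = median of NaSCN control wells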
DSG3 Ab inh = human desmoglein-3 autoantibody binding inhibition; P32926; DSG3-coupled beads, scFv-anti-DSG3-GFP binding, flow cytometry; stronger effect = lower value; binding (percent of control), % at 10 µM; 310,000 compounds, 0.48% hits; AID 588358;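 active = binding more than 3 SD below its plate's average and above zero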;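 also: hits lower antibody fragment binding to DSG3; some compounds called inactive have numbers as strong as hits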
Target sequence (P32926 whole entry, looked up, the tested form may be a part): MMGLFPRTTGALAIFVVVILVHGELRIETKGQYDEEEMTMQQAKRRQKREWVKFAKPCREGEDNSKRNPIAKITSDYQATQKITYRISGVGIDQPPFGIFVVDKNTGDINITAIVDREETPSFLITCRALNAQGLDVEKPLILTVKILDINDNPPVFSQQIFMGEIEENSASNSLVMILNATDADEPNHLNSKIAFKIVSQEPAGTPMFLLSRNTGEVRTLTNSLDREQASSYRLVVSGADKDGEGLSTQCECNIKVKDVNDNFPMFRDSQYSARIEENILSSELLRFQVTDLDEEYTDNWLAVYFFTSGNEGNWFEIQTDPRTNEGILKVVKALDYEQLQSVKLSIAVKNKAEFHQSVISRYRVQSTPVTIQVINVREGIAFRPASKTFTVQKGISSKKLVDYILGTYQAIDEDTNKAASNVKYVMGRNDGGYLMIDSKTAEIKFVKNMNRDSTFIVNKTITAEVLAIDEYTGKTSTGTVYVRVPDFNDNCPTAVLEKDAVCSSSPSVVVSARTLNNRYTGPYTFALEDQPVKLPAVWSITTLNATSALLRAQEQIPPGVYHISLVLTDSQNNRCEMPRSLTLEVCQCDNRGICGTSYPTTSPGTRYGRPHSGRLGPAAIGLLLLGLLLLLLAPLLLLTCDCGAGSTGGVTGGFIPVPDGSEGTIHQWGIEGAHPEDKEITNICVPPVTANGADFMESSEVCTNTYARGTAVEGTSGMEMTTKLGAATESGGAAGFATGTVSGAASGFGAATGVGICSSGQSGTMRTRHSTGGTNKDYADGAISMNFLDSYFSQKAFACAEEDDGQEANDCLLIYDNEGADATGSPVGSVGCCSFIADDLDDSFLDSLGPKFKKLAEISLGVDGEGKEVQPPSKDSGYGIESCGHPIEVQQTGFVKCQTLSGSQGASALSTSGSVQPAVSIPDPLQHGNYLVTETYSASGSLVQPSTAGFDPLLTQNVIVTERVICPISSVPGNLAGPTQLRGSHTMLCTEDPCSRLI
Ecoli viability = counter-screen for AddAB inhibitors: E. coli growth inhibition; inhibition, % at 11.9 µM; 330,000 compounds, 0.27% hits; AID 449728; E. coli V3065 growth, OD600 absorbance, 18 h;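 active = inhibition above the campaign's mean inhibition across all tested compounds plus 3 SD, cut at about 9.9% in these data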;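 also: uninfected addAB+ strain grown without phage in ampicillin broth; 0% = DMSO wells and 100% = ciprofloxacin 0.95 µg/ml wells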
PfHsp90 yeast 2 = inhibits growth of yeast expressing Plasmodium falciparum Hsp90; inhibition, % at 9.4 µM; 310,000 compounds, 0.32% hits; AID 504621; S. cerevisiae expressing PfHsp90, BacTiter-Glo ATP, 48 h; yeast lacking PDR1 and PDR3 efflux regulators;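 active = every replicate shows inhibition above about 80%, whatever the replicate mean, limit read from the data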;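 also: 0% = DMSO neutral controls and 100% = 20 µM radicicol positive controls; yeast relying on Plasmodium falciparum Hsp90 in place of its own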
AddAB inh = less growth of phage-infected E. coli with AddAB. E. coli expressing H. pylori AddAB, absorbance growth. inhibition, % at 11.9 µM. 330,000 compounds, 0.29% hits; in the data active = inhibition above about 12%;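 also: 0% = vehicle wells of infected cells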
MOR-DOR inv ag = mu-delta opioid heterodimer inverse agonism; P35372+P41143; inhibition, % at 9.3 µM; 340,000 compounds, 0.21% hits; cell-based MOR-DOR heterodimer luminescence; in the data active = inhibition above about 22%, passing the limit was not always enough;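 also: 0% = cells with DMSO and 100% = wells without cells with DMSO; values of inactives mirror those of a sister screen read the other way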
OPRM1-OPRD1 ag = agonists of human mu-delta opioid receptor heterodimerization; cells, OPRM1-OPRD1 heterodimerization, luminescence; activation, % at 9.3 µM; 340,000 compounds, 0.3% hits; P35372+P41143; in the data active = activation above about 18%;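 also: 0% = vehicle-treated cells and 100% = reference agonist; values of inactives mirror those of a sister screen read the other way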
Arrestin-AP2 inh = inhibitors of human beta-arrestin and AP2 interaction; inhibition, % at 10 µM; 340,000 compounds, 0.31% hits; FITC-arrestin peptide / GST-AP2 beads, flow cytometry; AP2 beta2 appendage carries R879A mutation;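 active = inhibition above a set limit, near 3 SD of compounds lacking own fluorescence, cut at about 54% in these data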;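 also: plate controls were DMSO wells for no effect and 5 µM unlabelled arrestin peptide for full effect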
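System: GST-AP2 R879A bound to glutathione beads, E. coli-expressed. Also added: 50 nM FITC-arrestin peptide. Schedule: compound with beads 12 min RT, then probe 1 h RT. Signal: bead flow cytometry, FITC channel. Read-out basis: percent response.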
SUMO Mot1 rescue = inhibitors of SUMOylation pathway: yeast Mot1-301 growth rescue. S. cerevisiae Mot1-301 growth rescue, ATP luminescence, 38.5C; percent above DMSO median, 100 means doubled. growth rescue, % at 18.8 µM. 320,000 compounds, 1% hits;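 active = every valid replicate shows activation above 250% relative to neutral control wells; inactive = the rest, any valid replicate at or below 250%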;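 also: OY570 slx delta 5 strain wells were the positive control but not used for scaling; some compounds called inactive have numbers as strong as hits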
PKA-R1A activ = activates the PKA-R1A holoenzyme complex | P00514+P68181 | PKA-R1A dissociation, Cy5-IP20 fluorescence polarization; scaled: DMSO 0%, 113 µM cGMP 100% | activation, % at 11.4 µM | 340,000 compounds, 0.083% hits;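 active = percent activation above the mean of all tested compounds plus 3 SD, cut at about 19% in these data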;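 also: higher means more PKAc released from R1A so a rise in polarization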
* marks the source's active call; other numbers are inactive results; nt = no result given.

SMILES	phage Ecoli inh	Tat export inh	DSG3 Ab inh	Ecoli viability	PfHsp90 yeast 2	AddAB inh	MOR-DOR inv ag	OPRM1-OPRD1 ag	Arrestin-AP2 inh	SUMO Mot1 rescue	PKA-R1A activ
CCCn1c(=S)[nH]c2cc(C(=O)N3CCN(C(=O)OCC)CC3)ccc2c1=O	1.9	-12	nt	0.8	-42	2.7	-6	1.1	2	-4	-17
CCC1CCCCN1C(=O)c1ccc(OC)c(OC2CCN(C(C)=O)CC2)c1 (stereo unspecified)	1.4	6	120	nt	13	nt	13	-2.5	-4	nt	-5
Cn1c(/C(C#N)=C/c2ccc(-c3ccc(S(N)(=O)=O)cc3)o2)nc2ccccc21	-1.2	12	104	-0.8	12	3.5	7	-1.4	-9	-20	-9
O=c1c(Cl)c(NCc2ccco2)cnn1C12CC3CC(CC(C3)C1)C2	0.6	-5	89	-1.3	14	1.4	15	-2.9	3	6	11
CCn1cc(C(=O)O)c(=O)c2cc(F)c(N3CCN(S(=O)(=O)c4ccc(NC(=O)OC)cc4)CC3)cc21	4.4	7	105	18*	-1	37*	1	-0.2	2	-14	-5
O=C(COc1ccc(Cl)cc1)Nc1ccc2c(c1)CCC2	1.7	12	95	2.5	12	3.5	5	-1.0	17	8	-11
O=C(CN1C(=O)c2ccc([N+](=O)[O-])cc2C1=O)NC1CCCCCC1	4.5	-5	97	-1.6	-27	-2.7	12	-2.3	-2	0	-8
Cc1ccc(NC(=O)CSCC(N)=O)cc1C	0.8	-3	97	-2.5	-10	-2.2	-8	1.3	1	-10	-3
CCc1cc2c(cc3c(=O)n(CC(=O)N4CCN(C)CC4)ncn32)s1	-1.1	-5	103	0.8	-7	5.9	7	-1.5	36	0	-10
Cc1ccc(NC(=S)NC(=O)C2CC2)c(C)c1	2.5	-4	104	0.8	0	-1.8	-2	0.3	-4	4	-1
N#Cc1ccc(Oc2ccc(C#N)c(C#N)c2)cc1C#N	4.1	-2	114	nt	-15	nt	5	-1.1	8	nt	-5
CN(CCO)c1cc(N2CCCCC2)c2nonc2c1[N+](=O)[O-]	3.2	2	95	-2.8	2	1.7	-1	0.1	nt	-14	-5
O=C(COC(=O)CCC(=O)c1ccc(Cl)cc1)NC1CC1	3.8	-2	87	-1.5	0	0.1	4	-0.9	-4	-3	-5
Cc1cc(/C=N/NC(=O)Cn2c3ccccc3c(=O)c3ccccc32)c(C)n1-c1ccc(Cl)cc1	2.0	-8	108	nt	-4	nt	24	-5.1	-2	nt	-2
CCCc1cc(=O)oc2cc(C)cc(O)c12	9.2	-1	99	0.8	-9	5.2	12	-2.4	9	-28	-2
O=C(CNC(=O)c1ccc(Br)o1)NNC(=O)c1ccccc1F	1.4	1	nt	-0.3	-12	4.4	20	-3.7	16	-15	0
O=[N+]([O-])c1cc([N+](=O)[O-])c2cccnc2c1Oc1ccccc1O	0.8	2	114	-9.9	-35	4.8	7	-1.2	18	-16	9
Cc1cc(C)n(CC(O)COc2ccccc2)n1 (stereo unspecified)	3.4	-13	109	-0.1	nt	-0.2	11	-1.9	4	-26	-1
COc1cccc2cc(CC(=O)c3cc(C)ccc3C)c(=O)oc12	2.8	-5	95	-2.2	2	0.8	16	-2.8	-21	139	8
CSc1sccc1/C=C(/C#N)C(=O)c1ccco1	1.1	-3	110	-2.3	5	0.3	8	-1.4	-7	-18	-4
Cc1ccc(N2CC(=O)Nc3c(oc4nc(-c5ccccc5)cc(C)c34)C2=O)cc1	4.7	-6	116	3.4	5	0.7	19	-3.7	12	-7	-4
CCOC(=O)C1=C(C)Nc2nc(SCc3cccnc3)nn2C1c1ccc(OC)cc1 (stereo unspecified)	-1.8	4	111	-1.2	11	2.5	20	-3.9	-6	9	-4
O=C(CSc1nnc(-c2ccccc2)o1)NCC1CCCCC1	0.9	4	103	-1.7	nt	-1.7	-6	1.1	0	nt	-5
Cn1c(=O)c2c(SCC(=O)Nc3cccc(F)c3)nc(-c3ccco3)nc2n(C)c1=O	1.0	-7	110	0.1	-16	1.6	10	-1.7	1	4	1
COc1ccccc1NC(=O)C1CCCCN1S(=O)(=O)c1ccc(F)cc1 (stereo unspecified)	1.5	-4	94	-0.7	-1	1.2	9	-1.8	12	0	2

Continuation:
SMILES	phage Ecoli inh	Tat export inh	DSG3 Ab inh	Ecoli viability	PfHsp90 yeast 2	AddAB inh	MOR-DOR inv ag	OPRM1-OPRD1 ag	Arrestin-AP2 inh	SUMO Mot1 rescue	PKA-R1A activ
COc1ccc(-c2c(C#N)c(N)n(N)c(=O)c2C#N)cc1Cl	1.7	-1	102	0.3	-18	2.4	11	-2.1	-3	-11	-12
Nc1nc(SCc2ccccc2)cc(SCc2ccccc2)n1	5.5	2	125	nt	-10	nt	0	0.1	6	nt	-10
COc1ccc(S(=O)(=O)c2ccc(O)cc2)cc1	0.5	-4	98	0.3	nt	0.2	11	-1.9	-14	-3	7
O=C(NCc1ccco1)C12CN(Cc3ccccc3)CC1C(c1cccc([N+](=O)[O-])c1)=NO2 (stereo unspecified)	3.0	-5	nt	0.1	-9	4.2	4	-0.8	10	20	-2
COc1cccc(-n2cnc3sc(C)c(C)c3c2=O)c1	2.4	1	81	0.7	-3	1.1	17	-3.1	24	0	-6
CC(=O)c1cc(C(c2csc(C(C)=O)c2)c2csc(C(C)=O)c2)cs1	1.2	-3	nt	0.6	10	-0.9	4	-0.6	6	11	5
CCOc1cc(/C=C(\C(=O)O)c2ccc(S(=O)(=O)N3CCCC3)s2)ccc1OC	1.2	-8	nt	-0.9	6	0.0	12	-3.2	-2	-1	-7
O=C(CCc1nc(-c2ccccc2F)no1)Nc1ccc(Oc2ccccc2)cc1	2.8	7	nt	-0.8	16	3.1	-11	2.4	9	7	-11
N#Cc1ccc(NC(=O)Cn2cnc(S(=O)(=O)N3CCc4ccccc43)c2)cc1	0.9	-6	nt	-0.7	-26	1.1	6	-1.2	3	6	-11
CC(CCc1ccccc1)NC(=O)CN1CCOc2ccccc21 (stereo unspecified)	3.2	-9	107	0.2	nt	4.3	1	-0.1	7	-13	3
CN(C)CCNc1ccc(Cl)cc1[N+](=O)[O-]	4.7	-2	98	1.6	13	2.0	3	-0.5	34	-9	9
N=C1C(c2ccccc2)=C(O)CN1c1cccc(S(N)(=O)=O)c1	2.6	1	98	3.2	-10	2.5	-1	0.2	0	-7	-11
O=C(OCC(=O)N1CCCCCC1)c1ccccc1Br	0.5	5	116	0.9	16	0.9	1	-0.2	-7	4	-8
CC1C(=O)CC(c2ccc([N+](=O)[O-])cc2)NC1c1ccc([N+](=O)[O-])cc1 (stereo unspecified)	4.0	0	112	0.2	nt	-0.5	-10	2.0	7	15	-6
CCSc1ccccc1C(=O)NCc1ccc(S(N)(=O)=O)cc1	2.8	-13	97	-1.0	nt	-0.8	-4	0.8	6	-21	1
N#Cc1c(F)cccc1NCc1cccnc1	3.8	5	nt	1.4	3	0.9	20	-4.3	6	44	8
CC(=O)N(c1ccccc1)C(C)c1nc(C#N)c(C#N)nc1C (stereo unspecified)	2.9	-5	106	-3.0	-9	-2.1	4	-0.8	-3	26	-2
CCC1SC(CC)C(=O)N(CC(=O)NC2CCCCC2)C1=O (stereo unspecified)	-0.3	-9	115	nt	-31	nt	1	-0.1	3	nt	-5
O=C(O)CCCC(=O)Nc1ccccc1C(=O)O	0.4	1	102	-3.2	13	1.9	-3	0.5	5	-13	2
C=CCn1c(SCC(=O)Nc2ccc3c(c2)OCCO3)nnc1-c1ccccn1	3.3	-2	nt	-0.3	2	0.6	4	-0.7	-10	7	-2
COc1ccc(C2=NCC(CSc3nnnn3C)S2)cc1 (stereo unspecified)	0.3	-2	95	-1.0	-3	1.9	13	-2.3	-3	nt	-1
O=C(N/N=C/c1ccc(OC(F)F)cc1)c1cccc(S(=O)(=O)N2CCOCC2)c1	0.1	-3	88	-0.4	-23	-0.8	4	-0.8	-14	nt	1
COc1ccccc1CN1CC(C(=O)NCCc2ccccc2Cl)CCC1=O (stereo unspecified)	0.0	3	nt	-1.0	-10	0.8	1	-0.1	-6	-11	13
Cc1cc(C(=O)Nc2ccccc2C(F)(F)F)no1	1.6	-6	102	1.9	-10	-1.6	7	-1.2	7	4	-1
CCN1CCN(C(=O)CCCn2c(C)c3cnn(-c4ccccc4)c(=O)c3c2C)CC1	2.7	-14	101	-0.3	-22	-3.4	2	-0.5	-1	332*	5

The results go on:
SMILES	phage Ecoli inh	Tat export inh	DSG3 Ab inh	Ecoli viability	PfHsp90 yeast 2	AddAB inh	MOR-DOR inv ag	OPRM1-OPRD1 ag	Arrestin-AP2 inh	SUMO Mot1 rescue	PKA-R1A activ
Cc1ccccc1C(=O)NC(=S)NCCC1=CCCCC1	3.5	7	97	1.3	-1	3.8	nt	nt	-5	-4	nt
Cc1ccc(N2C(=O)C(CN3CCOCC3)C2c2ccccc2)cc1 (stereo unspecified)	3.4	-5	97	1.8	7	1.2	18	-3.7	7	-10	-5
Cc1oc(-c2ccccc2Cl)nc1CSc1nc2c(c(=O)[nH]1)CCC2	1.8	-17	93	1.1	-8	-0.6	-33	6.4	24	7	1
O=C(CC(NC(=O)c1ccccc1)c1ccccc1)NCc1ccccc1 (stereo unspecified)	2.7	-8	117	-2.6	27	0.1	8	-1.6	-9	13	-1
COc1ccc(NC(=O)C2CCCN(S(=O)(=O)c3cccs3)C2)cc1OC (stereo unspecified)	-1.1	-10	110	-1.9	16	2.0	1	-0.2	33	1	6
O=C(Nc1ccc(F)cc1F)c1ccc(-n2cncn2)nc1	1.6	4	103	-1.0	-23	0.5	-4	0.8	7	-5	-3
CCn1c(=O)cc(C(F)(F)F)[nH]c1=S	2.2	8	nt	-0.4	-3	6.6	12	-2.5	8	10	-10
Cc1ccc(NC(=O)C(=O)Nc2ccc(C)cn2)nc1	1.4	-7	109	-1.6	-9	3.5	19	-3.3	1	10	1
O=c1[nH]nc(SCc2nnc(-c3ccc([N+](=O)[O-])cc3)o2)n1C1CCCCC1	3.6	-1	108	-1.4	-20	1.3	-16	3.0	-8	15	7
COCCNC(=O)CN(c1cccc(OC)c1)S(=O)(=O)c1ccc(C)cc1	3.1	10	nt	0.0	10	2.8	10	-1.6	21	0	-11
CCCCCC1CC(CC/C(C)=N/NC(N)=O)C(=O)O1 (stereo unspecified)	-2.2	0	nt	0.3	1	1.5	9	-1.8	42	5	-6
COC(=O)Cn1cnc2c(nnn2Cc2ccc(Cl)cc2)c1=O	3.1	-6	93	-0.5	nt	1.3	8	-1.5	9	-8	4
Cc1ccc(-c2nc(N)sc2CC(=O)OCC(=O)NCC2CCCO2)cc1 (stereo unspecified)	2.5	-15	102	-1.2	-14	1.2	11	-2.0	-6	28	7
CC1=C(C(=O)OC(C)C)C(c2cccs2)C(C(=O)OC(C)C)=C(C)N1	2.9	11	80	0.5	-21	2.3	-16	3.2	1	-27	-9

Assay outcomes from PubChem.
